APJ antagonist: APJ receptor antagonism. P35414. CHO-K1 APJ beta-arrestin complementation, luminescence. inhibition, % at 20 µM. 0.32% of 330,000 active;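 active = inhibition above about 40% at 20 µM, limit read from the data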;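 also: cells challenged with 10 nM apelin-13 agonist together with compound; plate controls were apelin-13 plus DMSO wells for no effect and DMSO wells lacking apelin-13 for full effect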
Target sequence (P35414 whole entry, looked up): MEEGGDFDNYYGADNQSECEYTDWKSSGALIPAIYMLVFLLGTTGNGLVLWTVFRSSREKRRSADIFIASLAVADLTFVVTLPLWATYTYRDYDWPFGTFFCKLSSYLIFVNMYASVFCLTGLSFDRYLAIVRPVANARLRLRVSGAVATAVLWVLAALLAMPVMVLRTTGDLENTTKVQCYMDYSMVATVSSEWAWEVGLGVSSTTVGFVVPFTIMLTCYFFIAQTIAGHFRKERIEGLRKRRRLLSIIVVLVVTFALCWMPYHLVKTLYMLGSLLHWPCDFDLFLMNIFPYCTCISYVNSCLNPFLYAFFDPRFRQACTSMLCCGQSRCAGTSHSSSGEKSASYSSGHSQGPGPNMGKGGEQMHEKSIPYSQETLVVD
tim10-1 inh: inhibits growth of tim10-1 mutant yeast; S. cerevisiae tim10-1 ts strain growth, BacTiter-Glo, 24 h; AID 463190; 2.2% of 330,000 active; inhibition, % at 20 µM;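 active = inhibition of at least 40%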;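 also: mutant grown at 25 °C; 0% = DMSO wells with yeast and 100% = wells holding no yeast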
tim23-1 inh: inhibits growth of tim23-1 mutant yeast; S. cerevisiae tim23-1 growth, BacTiter-Glo luminescence, 24 h; inhibition, % at 20 µM; 1.3% of 330,000 active;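 active = growth inhibition of the mutant yeast at or above 50%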;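 also: temperature-sensitive mutant grown at 25 °C; plate controls were DMSO-treated mutant yeast for no effect and medium wells lacking yeast for full effect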
TIM10 inh: growth inhibitors of TIM10 yeast strain; inhibition, % at 10 µM; S. cerevisiae TIM10 strain growth, BacTiter-Glo luminescence, 24 h; 1.4% of 330,000 active;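 active = inhibition of 40% or more at the single tested concentration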;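 also: wild-type TIM10 isogenic control strain grown at permissive 25 °C; 0% = DMSO yeast wells and 100% = minimal medium wells without yeast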
NALP3 yeast inh: inhibitors of NALP3 inflammasome in yeast. AID 2825. Yeast reconstituted NLRP3/ASC/caspase-1, beta-gal luminescence, 24 h. 0.39% of 330,000 active. inhibition, % at 10 µM;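 active = inhibition of 50% or more; inactive = inhibition below 50%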;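 also: plate controls were induced DMSO wells for no effect and uninduced yeast grown without galactose for full effect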
NR3A LBD binder: modulates the human NR3A ligand-binding domain. NR3A LBD differential scanning fluorimetry, Tm shift; 0% = protein alone, 100% = glycine-bound protein. Tm shift relative to glycine control, % at 25 µM. 2.5% of 340,000 active;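 active = melting temperature shift of at least 10% of the positive control shift, at one fixed dose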
beta cell repl: induces beta-cell replication in MIN6 cells | MIN6 cells proliferation, ATPlite luminescence, 48 h; cells starved in 0.2% serum; 100% = growth in 10% serum | 0.29% of 330,000 active | AID 2380 | proliferation, % at 10 µM;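 active = compounds whose signal lies at least 3.5 SD above the mean of all wells on their plate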;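 also: 0% = DMSO-treated cells in low-serum medium and 100% = 10% serum control; some compounds called inactive have numbers as strong as hits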
APJ ag: activates the human apelin receptor APJ. P35414. CHO-K1 APJ PathHunter beta-arrestin, luminescence; 0% DMSO wells, 100% apelin. activation, % at 20 µM. 0.11% of 330,000 active. AID 2520;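 active = activation more than six SD over the plate average, tested at 20 µM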;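 also: 0% = DMSO alone and 100% = apelin-13 at 10 nM; some results filed as inactive read as strong as hits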
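Incubation: overnight seeding, 90 min compound at 25 °C, 1 h detection; test system: PathHunter CHO-K1 APJ (AGTRL-1) beta-arrestin reporter cells; amount: 1000 cells/well; doses: one dose, 20 µM compound, 1% DMSO; measured by: beta-gal luminescence; measure: agonist-driven arrestin binding to APJ; benchmarks: negative DMSO alone, positive Apelin-13 at 10 nM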
MPTP inh: blocks calcium-induced mitochondrial swelling. isolated mouse mitochondria, Ca2+ swelling absorbance, 30 min. inhibition, % at 10 µM. 1.4% of 360,000 active. AID 602449;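 active = inhibition of 50% or more, scaled per plate between neutral and stimulator controls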;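 also: 0% = DMSO wells given calcium and 100% = 1 mM EGTA wells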
Starred values were filed as active, the others as inactive.

SMILES | APJ antagonist | tim10-1 inh | tim23-1 inh | TIM10 inh | NALP3 yeast inh | NR3A LBD binder | beta cell repl | APJ ag | MPTP inh
O=C(CC1C(=O)NCCN1Cc1ccccc1)NCCC1=CCCCC1 (stereo not drawn) | 7 | 15 | 23 | 8 | 12 | 1 | 0 | -1 | -1.9
Cc1cc(NC(=O)c2ccc(NC(=O)C3CC3)cc2)no1 | 1 | 16 | 14 | 17 | 2 | -4 | -3 | 2 | -0.2
CCOc1ccc(S(=O)(=O)N2CCCC(C(=O)N3CCN(CC)CC3)C2)cc1Cl (stereo not drawn) | -7 | 8 | -1 | -11 | 9 | -1 | -3 | -3 | -0.4
C=C(C)CCOC(=O)C(CC(=O)O)NCc1ccco1 (stereo not drawn) | 7 | 2 | -5 | 3 | -9 | 2 | 1 | -1 | 1.4
CCN(CC)S(=O)(=O)c1ccc(O)c(C(=O)OCC(=O)NC23CC4CC(CC(C4)C2)C3)c1 | -7 | 7 | 15 | 3 | 16 | -3 | -4 | -6 | 83*
CCCCn1c(N)c(N(CC(C)C)C(=O)C2CCCO2)c(=O)[nH]c1=O (stereo not drawn) | 14 | 13 | 7 | 5 | -5 | -1 | -1 | -3 | 0.8
O=C(NC1=NCCS1)c1cc2ccccc2o1 | -18 | 4 | 16 | 15 | 34 | 2 | -4 | -4 | 1.6
COc1ccc(-c2cc(C(F)(F)F)n3nc(C(=O)Nc4c(C)n(C)n(-c5ccccc5)c4=O)c(Cl)c3n2)cc1 | 7 | 11 | 6 | -8 | -4 | 3 | 3 | -2 | -2.8
COc1ccc(Nc2nc(-c3ccncc3)nc3ccccc23)cc1 | -8 | 26 | 29 | 26 | 11 | -2 | -6 | 3 | 0.2
N#C/C(N)=C(/C#N)N=Cc1cccc(Cl)c1 | 1 | -11 | 52* | 1 | 6 | -8 | -2 | -3 | 5.7
Cc1ccc(-c2nn3c(C)nnc3s2)cc1N | 7 | -11 | -1 | 4 | -9 | -1 | -3 | -4 | -1.6
CC1(C)CC(=O)C2=C(C1)OC(N)=C([N+](=O)[O-])C2c1ccc(F)cc1 (stereo not drawn) | 2 | -1 | -4 | 11 | 4 | 2 | -3 | 2 | 2.5
CSc1nc(C)c2c(n1)N(c1ccc(F)cc1)CC2 | 14 | 20 | 12 | 19 | 1 | 4 | 3 | -2 | -3.2
OC(Cc1nc2ccccc2[nH]1)c1ccccc1Cl (stereo not drawn) | 10 | -14 | 5 | -2 | 3 | -6 | -3 | 1 | -0.9
CCOC(=O)CC(NC(=O)c1ccc(C)cc1)c1ccc(OC)cc1 (stereo not drawn) | 12 | 22 | 9 | -1 | 0 | 1 | -4 | -2 | -2.3
O=C(O)CCCCCN1C(=O)CCC1=O | 9 | 19 | -1 | -8 | 16 | 3 | -3 | -1 | 0.1
CC(OC(=O)c1ccc(Br)o1)C(=O)NCC1CCCCC1 (stereo not drawn) | 0 | -15 | -2 | -2 | 7 | 0 | -1 | -1 | 0.2
O=C(CCCn1c(=S)[nH]c2cc3c(cc2c1=O)OCO3)NC1CC1 | -9 | 5 | 5 | 6 | 13 | 1 | -4 | 2 | 2.8
COc1ccc(CNC(=O)C2CCC(CNS(=O)(=O)c3cccc4nsnc34)CC2)cc1 (stereo not drawn) | -10 | -4 | 11 | 5 | 7 | -1 | -4 | -1 | -0.8
COc1ccc(N2CCC(CNC(=S)Nc3ccc(C)cc3C)C2)cc1 (stereo not drawn) | 11 | 8 | 53* | 30 | 15 | -6 | -5 | -3 | 5.6

Four compounds picked at random from the list so far:
SMILES | APJ antagonist | tim10-1 inh | tim23-1 inh | TIM10 inh | NALP3 yeast inh | NR3A LBD binder | beta cell repl | APJ ag | MPTP inh
COc1ccc(-c2cc(C(F)(F)F)n3nc(C(=O)Nc4c(C)n(C)n(-c5ccccc5)c4=O)c(Cl)c3n2)cc1 | 7 | 11 | 6 | -8 | -4 | 3 | 3 | -2 | -2.8
O=C(CC1C(=O)NCCN1Cc1ccccc1)NCCC1=CCCCC1 (stereo not drawn) | 7 | 15 | 23 | 8 | 12 | 1 | 0 | -1 | -1.9
COc1ccc(Nc2nc(-c3ccncc3)nc3ccccc23)cc1 | -8 | 26 | 29 | 26 | 11 | -2 | -6 | 3 | 0.2
CCOc1ccc(S(=O)(=O)N2CCCC(C(=O)N3CCN(CC)CC3)C2)cc1Cl (stereo not drawn) | -7 | 8 | -1 | -11 | 9 | -1 | -3 | -3 | -0.4

The results go on:
SMILES | APJ antagonist | tim10-1 inh | tim23-1 inh | TIM10 inh | NALP3 yeast inh | NR3A LBD binder | beta cell repl | APJ ag | MPTP inh
Cc1ccccc1NC(=O)c1cccc(S(C)(=O)=O)c1 | -8 | 13 | 17 | 15 | 1 | 2 | -1 | -4 | -0.2
CC(CN1CCCC1)OC(=O)c1cccc(F)c1 (stereo not drawn) | -9 | 7 | -7 | 5 | 14 | 0 | 0 | 0 | 1.2
COc1cc(C)ccc1OCc1cc(C(=O)N(Cc2nccn2C)C(C)C)no1 | -7 | -10 | 6 | 6 | 9 | -3 | 3 | 6 | 1.7
CN(CC(=O)Nc1cccc(F)c1)CC(=O)Nc1ccccc1-c1ccccc1 | 6 | 25 | 32 | 16 | 2 | -1 | -2 | 1 | 0.1
O=C(NC1CCCCCCC1)c1c(Cl)cccc1Cl | -18 | 10 | 8 | 14 | 18 | 0 | -1 | -4 | 1.7
Cc1cccc(NC(=O)c2cccc(S(=O)(=O)N3CCCCC3)c2)c1 | 17 | 28 | 41 | 28 | 2 | -8 | 0 | 3 | 0.6
O=C(NCc1ccccc1)c1onc(CSc2ccccc2)c1C(=O)NCC1CC1 | 15 | 17 | 19 | 22 | 25 | -6 | -8 | 0 | 1.6
Cn1cnnc1SCC(=O)Nc1cccc(S(=O)(=O)N2CCOCC2)c1 | 2 | 7 | 25 | -4 | 17 | 0 | -4 | -2 | 2.1
CCCOc1ccc(C2C(=O)N(C3CCCCCC3)CC(=O)N2Cc2ccco2)cc1OC (stereo not drawn) | 10 | 15 | 25 | 34 | 3 | 1 | 1 | -2 | -0.7
COc1ccc(-c2cc(C(=O)Nc3ccc(S(N)(=O)=O)cc3)c3ccccc3n2)cc1OC | -8 | -3 | -9 | -9 | 7 | -1 | -2 | -4 | 0.1
Brc1ccc(COc2ncnc3ccccc23)cc1 | 23 | -3 | 12 | -13 | 38 | -2 | -2 | -2 | -1.6
COc1ccc(NC(=O)CN(C)C(=O)c2c(C)nn(Cc3ccc(C)cc3)c2Cl)cc1 | 2 | 10 | 6 | 1 | 2 | 0 | 1 | -4 | -1.9
CS(=O)(=O)N1CCC(C(=O)Nc2cccc(F)c2)CC1 | 17 | 1 | 15 | -7 | 8 | 1 | 4 | 1 | 0.4
N#CC1(NC(=O)CN2C(=O)NC(c3ccccc3)(c3ccccc3)C2=O)CCCC1 | -6 | 1 | 0 | 4 | 14 | 2 | -2 | -1 | -0.8
COc1cc(C(=O)OCC(=O)Nc2nnc(-c3ccccc3)o2)cc(OC)c1OC | -55 | -9 | -2 | -9 | 14 | 1 | -2 | -2 | 0.7
CCCC(=O)Nc1nnc(S(=O)(=O)N(CC(C)C)c2ccccc2)s1 | -4 | -21 | -15 | -21 | 0 | -1 | -2 | -2 | 0.0
CCn1c(CO)nc2c1c(=O)[nH]c(=O)n2Cc1ccccc1 | 53* | 2 | 1 | 4 | 13 | 1 | -5 | -7 | -0.1
CC(=O)Nc1ccc(-c2csc(NC(=O)Cc3cccc(F)c3)n2)cc1 | -1 | -22 | -11 | -16 | -7 | 4 | -2 | -1 | -3.3
COc1ccccc1C(CC(=O)Nc1ccccc1C)c1ccc(OC(C)C)cc1 (stereo not drawn) | 11 | 18 | 24 | 16 | 4 | -1 | -3 | -3 | 2.3
O=C(OCC#CCSc1nnc(-c2ccncc2)o1)c1cccs1 | 5 | 26 | 16 | -7 | 18 | 1 | -1 | -2 | -3.2
CCOc1ccccc1NC(=O)CSc1nnc2ccc(-c3ccccn3)nn12 | 2 | 27 | 22 | 12 | 23 | -2 | 0 | 9 | 0.8
COc1cc(OC)cc(C(=O)OCC(=O)NCCCc2ccccc2)c1 | 7 | -11 | -10 | -10 | 13 | 0 | -3 | -3 | 0.4
CC(NC(=O)c1ccccc1NC(=O)CN1CCN(c2ccccc2O)CC1)c1ccccc1 (stereo not drawn) | -12 | 29 | 30 | 14 | 15 | 1 | 2 | -1 | 0.6
CN(CC(=O)O)S(=O)(=O)c1ccc2c(c1)NC(=O)CC(=O)N2 | 4 | 4 | -9 | -4 | -1 | 2 | 0 | -2 | -2.8
CC(C)(C)OC(=O)N1CCCC(C(=O)Nc2ccc(C(=O)N3CCCCC3)cc2)C1 (stereo not drawn) | 6 | 18 | 12 | 3 | -1 | -2 | -2 | -2 | 3.6
CCOc1cc(C2/C(=C(/O)c3ccc(OC(C)C)cc3)C(=O)C(=O)N2CCCOC)ccc1O (stereo not drawn) | -8 | -1 | -7 | -11 | 5 | 0 | -1 | -3 | 0.5
Cc1cc(C)nc(NC(=O)c2ccc([N+](=O)[O-])o2)n1 | -25 | 36 | 25 | 15 | -1 | -2 | 0 | 1 | 0.1
CCN1/C(=C/c2ccc3ccccc3[n+]2CC)C=Cc2ccccc21 | 54* | 74* | 85* | 52* | 39 | -1 | -6 | -2 | 160*
CN(C(=O)CCn1c(=S)oc2ccccc21)C1CCCCC1 | -5 | 6 | 34 | 10 | 7 | -3 | -1 | -3 | 1.0
Cc1cc(NC(=O)CC(CN(C)S(=O)(=O)c2ccccc2)c2ccccc2)no1 (stereo not drawn) | 15 | 4 | 10 | 1 | -15 | -1 | 0 | -3 | 0.5
COCCNC(=O)C1Nc2ccc(C(F)(F)F)cc2C2C=CCC12 (stereo not drawn) | -2 | 19 | 33 | 12 | 7 | -3 | -3 | 6 | -0.4
C=CCNCC(=O)N1N=C(c2ccc3ccccc3c2)CC1c1ccc(OC)cc1 (stereo not drawn) | 23 | -10 | 0 | 18 | 17 | -2 | -6 | -2 | 5.4
Cc1occc1C(=O)NC(C)CCc1ccccc1 (stereo not drawn) | 8 | 9 | 20 | 16 | 13 | 2 | -3 | 1 | -2.9
N#Cc1c(N2C(=O)c3ccc(C(=O)O)cc3C2=O)sc2c1CCCC2 | 6 | 4 | 11 | -8 | 7 | 0 | 0 | -2 | -0.4
CC1=C(C)CS(=O)N(S(=O)(=O)c2ccccc2)C1 (stereo not drawn) | 3 | 37 | 37 | 29 | -21 | 5 | -5 | 0 | 1.2
CC(/C=N/NC(=O)c1ccc(Br)cc1)=C\c1ccccc1 | 9 | 11 | 24 | 0 | 8 | 23* | -3 | 3 | 2.9
Cc1nc2sc(C(c3ccccc3)N3CCN(C(=O)c4ccco4)CC3)c(O)n2n1 (stereo not drawn) | 13 | -5 | 0 | -3 | 4 | 1 | -1 | 1 | 0.1
O=C(COC(=O)CNC(=O)c1cccc([N+](=O)[O-])c1)Nc1cccc(S(=O)(=O)N2CCCCC2)c1 | -7 | 13 | -3 | 8 | -6 | -7 | -2 | -1 | 3.7
CCN(CC)S(=O)(=O)c1ccc(OC)c(NC(=O)CSc2cc(C)ccc2C)c1 | -10 | 20 | 42 | -11 | -8 | 0 | -4 | -2 | 0.1
O=C(O)c1ccc(-c2ccc(Cl)cc2Cl)o1 | -13 | -2 | 20 | 8 | 4 | 2 | -2 | -3 | 4.3
COc1ccc(/C=C2\SC(=O)N(CCC(=O)NC3CCS(=O)(=O)C3)C2=O)cc1 (stereo not drawn) | 12 | -1 | 7 | 5 | 15 | -2 | -2 | -5 | -0.8
O=C1c2ccccc2C2(c3ccc(F)cc3)NCCN12 (stereo not drawn) | -6 | -10 | 0 | -10 | 11 | -2 | 1 | -1 | 0.5

High-throughput results as filed in PubChem.
